Diaphorase inh: diaphorase inhibitors and chemical oxidizers, primary screen, counter-screen for diaphorase-coupled primary assays, biochemical, uHTS, resorufin fluorescence; diaphorase resazurin-to-resorufin fluorescence, NADH, 16 min; bacterial (C. kluyveri) enzyme, not human; inhibition, % at 20 µM; 190,000 tested, 0.69% active;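 active means primary screen inhibition at 20 µM above a set limit, cut at about 50% in these data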;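 further: plate controls were DMSO with full reaction for no effect and wells lacking NADH for full effect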
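Benchmarks: positive control wells lacking NADH, neutral wells with DMSO only. System: bacterial diaphorase enzyme (C. kluyveri). Input: 0.14 U/mL diaphorase, enzyme working solution. Detection: resorufin fluorescence, excitation 544 nm, emission 590 nm. Times: 16-min room-temperature incubation before reading.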
G6PDH counter: L. mesenteroides G6PDH inhibitors, counter-screen for G6PDH-coupled screening assays, biochemical, Leuconostoc mesenteroides enzyme. glucose-6-phosphate dehydrogenase [Leuconostoc mesenteroides]. Purified L. mesenteroides G6PDH, diaphorase/resazurin coupled fluorescence, 45 min. inhibition, % at 5 µM. 200,000 tested, 0.12% active; in the data active means inhibition above about 50%
Diaph act CS: compounds boosting diaphorase resazurin reduction – biochemical, uHTS, resorufin fluorescence, counter-screen for diaphorase-coupled primary assays, primary screen; Diaphorase/resazurin coupled assay, 16 min; stronger effect = higher value; 1 = vehicle wells, 0 = NADH-free wells; activation factor at 20 µM; 190,000 tested, 0.005% active;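 active means diaphorase activity raised at least twofold by the compound at 20 µM; inactive means activation factor below 2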
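Material: bacterial diaphorase enzyme (C. kluyveri); amount: enzyme 0.07 U/mL final; reagent: NADH substrate 0.114 mM plus resazurin dye 0.1 mM, final; doses: single compound dose of 20 µM, 1% DMSO final; timing: 16 min enzyme reaction, ambient temperature; measured by: fluorescence of resorufin, 544 nm excitation, 590 nm emission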
TNAP inh no acc: human TNAP enzyme inhibitors, primary screen, biochemical, luminescent, no phosphate acceptor, uHTS. Alkaline phosphatase, tissue-nonspecific isozyme (Homo sapiens), P05186. purified TNAP, CDP-star luminescence, 30 min. inhibition, % at 20 µM. 200,000 tested, 0.26% active;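 active means tissue-nonspecific alkaline phosphatase inhibition above about 50% at 20 µM in the single-dose screen, limit read from the data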;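 further: 0% = DMSO negative control and 100% = EDTA positive control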
Target sequence (P05186 whole entry, looked up): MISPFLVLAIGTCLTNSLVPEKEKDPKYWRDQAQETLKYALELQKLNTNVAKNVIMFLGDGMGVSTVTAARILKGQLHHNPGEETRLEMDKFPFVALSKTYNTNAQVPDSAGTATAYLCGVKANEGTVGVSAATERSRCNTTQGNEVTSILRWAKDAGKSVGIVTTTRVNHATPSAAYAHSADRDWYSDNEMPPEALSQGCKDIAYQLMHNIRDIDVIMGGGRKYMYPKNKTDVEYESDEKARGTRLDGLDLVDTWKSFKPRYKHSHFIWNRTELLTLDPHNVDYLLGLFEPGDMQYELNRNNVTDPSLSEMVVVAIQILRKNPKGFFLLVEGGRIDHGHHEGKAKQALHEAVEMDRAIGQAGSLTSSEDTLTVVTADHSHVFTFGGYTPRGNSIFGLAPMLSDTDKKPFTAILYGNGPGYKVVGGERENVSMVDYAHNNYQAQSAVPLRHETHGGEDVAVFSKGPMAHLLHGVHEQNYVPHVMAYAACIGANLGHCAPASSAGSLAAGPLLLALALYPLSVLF
FLuc stim CS: FLuc activators, initial screening, artefact control for FLuc-dependent activation tests, biochemical, ATPlite luminescence; ATPlite luciferase biochemical, 10 min; 0 = ATP-free wells, 1 = DMSO control; activation factor at 10 µM; 200,000 tested, under 10 active;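 active means luciferase activation factor, scaled between plate controls, of at least 2 with compound at 10 µM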
Target sequence (P08659 whole entry, looked up): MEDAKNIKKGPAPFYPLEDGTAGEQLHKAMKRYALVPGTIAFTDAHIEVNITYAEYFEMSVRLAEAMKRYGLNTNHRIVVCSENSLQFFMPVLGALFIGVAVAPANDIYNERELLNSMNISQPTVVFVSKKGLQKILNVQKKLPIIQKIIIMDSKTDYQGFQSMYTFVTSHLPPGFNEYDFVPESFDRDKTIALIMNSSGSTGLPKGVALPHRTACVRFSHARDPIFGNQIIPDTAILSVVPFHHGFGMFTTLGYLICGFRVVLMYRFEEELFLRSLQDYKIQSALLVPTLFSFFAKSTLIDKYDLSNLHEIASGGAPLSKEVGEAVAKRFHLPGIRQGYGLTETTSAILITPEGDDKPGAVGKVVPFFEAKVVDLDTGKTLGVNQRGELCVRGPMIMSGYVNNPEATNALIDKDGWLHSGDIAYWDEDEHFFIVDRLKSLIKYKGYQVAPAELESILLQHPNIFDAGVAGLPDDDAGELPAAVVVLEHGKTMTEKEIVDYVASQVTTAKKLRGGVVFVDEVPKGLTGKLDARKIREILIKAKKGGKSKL
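test system = cell-free luciferase reagent | medium = PBS as buffer for the ATP substrate | dosing = test compounds dosed from 2 mM stocks in 100% DMSO | incubation = 10 min at ambient temperature | detection = luminescence measurement of luciferase light output | benchmarks = low control with PBS replacing ATP, high control enzyme plus ATP without compound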
PMI act: activators of human PMI, primary screen, biochemical, fluorescence intensity, near-Km mannose 6-phosphate. Mannose-6-phosphate isomerase (Homo sapiens), P34949. purified human PMI, coupled resazurin fluorescence, 20 min; stronger effect = higher value; 1 = vehicle control, 0 substrate-free wells. activation factor at 20 µM. 190,000 tested, 0.005% active;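 active means activation factor of 2 or more at 20 µM, relative to plate controls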
PMI act satM6P: human PMI activators, high substrate, primary screen, biochemical, fluorescence intensity, near-saturating mannose 6-phosphate. Mannose-6-phosphate isomerase (Homo sapiens), P34949. coupled PMI enzyme assay, resazurin fluorescence, 20 min; stronger effect = higher value; 1 = untreated enzyme, 0 = substrate-free blank. activation factor at 20 µM. 190,000 tested, 0.34% active;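 active means activation factor of 2 or more at 20 µM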
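Material: human phosphomannose isomerase with PGI, G6PDH, diaphorase coupling enzymes; amount: PMI at 15 ng/mL final; also added: Mannose-6-phosphate 1.0 mM (near-saturating) plus 0.22 mM NADP+; incubation: enzyme reaction with compound 20 min at room temperature; signal: resorufin fluorescence (Ex 544/Em 590 nm) from resazurin via diaphorase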
HMGR II inh: inhibitors of E. faecalis class II HMGR, primary screen, biochemical, Enterococcus faecalis | purified E. faecalis HMGR, NADPH absorbance 340 nm kinetic | inhibition, % at 10 µM | 190,000 tested, 0.41% active;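 active means inhibition above a set limit, the median over all tested compounds plus 3 SD, cut at about 9.5% in these data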;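 further: enzyme runs in reverse so mevalonate oxidation gives rising NADPH absorbance; 0% = complete reaction with DMSO and 100% = background rate lacking mevalonate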
TNAP act hiacc: TNAP activators at high phosphate acceptor level, primary screen, biochemical, luminescence, uHTS; purified TNAP, CDP-star luminescence, 1 M DEA, 30 min; stronger effect = higher value; 0 = EDTA background, 1 = DMSO-only activity; activation factor at 20 µM; 200,000 tested, under 10 active;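 active means activation factor at least 2 at 20 µM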
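Assay system: human TNAP; Input: enzyme diluted 1/800 final; Reagent: CDP-star luminogenic substrate at 100 µM final; Timing: 30 min, room temperature; Signal: luminescence; Evaluation: TNAP activation factor scaled between EDTA and DMSO control wells.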
TNAP inh hiacc: human TNAP enzyme inhibitors, primary screen, biochemical, luminescent, high phosphate acceptor level, uHTS. inhibition, % at 20 µM. Alkaline phosphatase, tissue-nonspecific isozyme (Homo sapiens), P05186. purified TNAP, CDP-star luminescence, 1 M DEA. AID 1135, 2008. 200,000 tested, 0.03% active;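 active means over 50% inhibition of tissue-nonspecific alkaline phosphatase at 20 µM in the single-dose screen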;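 further: plate controls were DMSO wells for no effect and EDTA-quenched wells as full inhibition for full effect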
Starred values were filed as active, the others as inactive.

Fields – Diaphorase inh	G6PDH counter	Diaph act CS	TNAP inh no acc	FLuc stim CS	PMI act	PMI act satM6P	HMGR II inh	TNAP act hiacc	TNAP inh hiacc
Cc1cccc(CCNS(=O)(=O)c2ccc3c(c2)n(C)c(=O)c(=O)n3C)c1
    13	6	0.9	-10	1.1	1.1	1	-4	1.1	-5
CCc1ccc(N2CC(O)=C(c3nc4ccccc4c(=O)[nH]3)C2=N)cc1
    4	16	1	-19	1	0.9	0.9	-1	1.1	-5
Cc1ccc(NC(=O)CSc2nnc(COc3ccc(C#N)cc3)n2-c2ccccc2)cc1C
    27	12	0.7	-6	1.1	1	0.9	-1	1.1	-11
O=C(c1ccccc1)N1CCN(CC(O)COC2CCCCC2)CC1 (stereo unspecified)
    6	-14	0.9	-17	1.1	1.1	1.1	-1	1	-1
Cn1cc(CNC(=O)c2cc(-c3ccccc3)nc3ccc(Br)cc23)cn1
    5	-2	1	-7	0.9	1	0.9	-4	1	-3
CCCCN(CC)C(=O)c1cc2cc3ccc(OC)cc3nc2o1
    22	3	0.8	3	1	1	1	2	1.1	-8
CCn1ncc(/C=N/O)c1C
    16	3	0.8	-7	1.1	0.9	0.9	-1	1.1	-6
CC1Cc2ccccc2N1Cc1nc2cc(C(F)(F)F)ccc2c(=O)[nH]1 (stereo unspecified)
    24	12	0.8	3	1	0.9	0.8	-5	1	2
Cn1c(=O)c(C(=O)Nc2ncccn2)c(O)c2ccccc21
    21	18	0.8	-4	0.3	0.8	0.8	-1	1	-4
Cc1cccc(C(=O)NNC(=O)C(=O)NC(C)(C)C)c1
    9	2	0.9	-4	1	0.9	0.9	-12	1	-2
Cc1ccccc1NC(=O)C1C2/C=C\CCCCC21 (stereo unspecified)
    4	2	1	-15	1	0.9	1	-2	1	4
S=C(Nc1ccc(Oc2ccccc2)cc1)NC1CCCC1
    25	-3	0.8	-51	1.1	0.9	0.9	-8	1.1	-8
COc1ccc(CC(=O)NC(C)c2nnc(SCC(=O)Nc3ccccc3)n2C)cc1 (stereo unspecified)
    8	7	0.9	5	1.1	0.9	0.9	0	1	-1
Cn1c(NC(=O)/C=C/c2ccco2)cc(=O)n(C)c1=O
    10	5	0.9	-9	0.8	1.2	1.1	2	1	2
O=C(Cn1cc(/C=N/NC(=O)c2cccc(C(F)(F)F)c2)c2ccccc21)Nc1ccc(F)cc1
    20	1	0.8	-14	1.1	0.9	1	-3	1	-1
Cc1ccc(-c2cc(C(F)(F)F)c(C#N)c(SCCC#N)n2)o1
    15	0	0.9	-11	1	1	1.3	-8	1	-2
CCC(=O)C1=C(O)C(c2cccc(Oc3ccccc3)c2)CCC1=O (stereo unspecified)
    7	2	0.9	-10	1	1.3	1.1	-7	1	-3
NCCOc1cnn(-c2ccccc2Cl)c(=O)c1Cl
    -2	4	1	-4	1.1	1.1	1.2	-2	1	-4
COCc1cc(/C=N\NC(=O)Cc2ccc(OC)cc2)ccc1OC
    4	-4	1	-4	1	1	0.9	-1	1	0
COc1ccc(CN2CCN(C(C)C)C(CCO)C2)cc1Cn1cccn1 (stereo unspecified)
    -10	9	1.1	-11	1	1	1.1	-5	1.1	-6
O=C(CC12CC3CC(CC(C3)C1)C2)N1CCOCC1
    8	-9	0.9	-10	1.1	0.9	1	-7	1	-4
C/C(=N\NC(=O)C(N)=O)c1ccc(O)cc1O
    14	5	0.9	-15	1	1.2	1.2	-5	1	3
COc1ccc2cc(CN(CC3COCCO3)S(=O)(=O)c3ccccc3)c(=O)[nH]c2c1 (stereo unspecified)
    4	9	1	2	1.1	0.9	0.9	1	1	-5
N#Cc1cc2ccccc2nc1SCc1ccccn1
    34	2	0.7	-11	1	1.2	1.1	-4	1.1	-8
O=C(NC(NC(=O)c1ccccc1)C(=O)c1ccccc1)c1ccccc1
    20	4	0.8	-8	1	-0.1	0.9	-1	1.1	-6
COc1ccc(C(=O)N(CC2CCCO2)C(C(=O)NC2CCCC2)c2ccc(Cl)cc2)cc1OC (stereo unspecified)
    14	-9	0.9	-16	1	0.9	0.9	-5	1	0
COC(c1ccccc1)c1nnc(CCC(=O)N(C)CCCC2CCCC2)o1 (stereo unspecified)
    15	4	0.9	-8	1	1	1	-4	1.1	-7
N/C(=N\OC(=O)c1ccc(=O)n(Cc2ccccc2)c1)c1ccccn1
    4	15	1	-5	1	1	0.8	6	1	-3
CCOC(=O)c1cnc(-n2nc(C)cc2C)nc1N(C)C
    12	10	0.9	-7	0.2	0.8	0.9	-4	1	-3
COc1cc(/C=C/C(=O)NCc2cccnc2)cc(OC)c1OC
    -2	4	1	-10	1	1	1.1	-1	1	-2
O=C1N2CCCc3cccc(c32)C12Nc1ccccc1S2 (stereo unspecified)
    14	18	0.9	-7	1.1	0.8	0.8	-1	1	-3
O=C(O)c1ccc(Cl)cc1NC(=O)C1CCCO1 (stereo unspecified)
    14	1	0.9	-12	1	0.9	1	-1	1	-2
CCc1ccc(CC)c(S(=O)(=O)Nc2ccc(O)c(C(=O)O)c2)c1
    27	2	0.7	-5	1	0.8	0.8	-6	1	-1
CNC(=O)CSc1nc(-c2ccccc2)c(-c2ccccc2)o1
    10	7	0.9	-4	1	1	1	3	1.1	-8
Nc1csnc1C(=O)O
    12	12	0.9	-9	1.1	1.2	1.1	-4	1.1	-8
CCCCCCOc1ccc(-c2ccc(C#N)cn2)cc1
    19	-18	0.8	-10	1.1	0.8	0.8	-1	1	-2
O=C(c1cccnc1)N1CCc2ccccc21
    10	-14	0.9	-5	1	0.9	0.9	-5	1	-2
Cc1c(F)cccc1NC(=O)CCC(=O)O
    10	1	0.9	-11	1.1	0.8	0.9	-3	1	-3
COc1ccc(Cc2noc(CN(C)CCN3CCc4ccccc4C3)n2)cc1OC
    -8	20	1.1	-8	1	1	1	1	1.1	-5
COc1ccccc1N1CCN(C(=O)c2oc3cc(C)c(C)cc3c2C)CC1
    29	0	0.7	-1	1	0.8	0.8	-1	1	-1
O=C(Nc1ccccc1)c1cnc[nH]1
    7	2	0.9	-34	1	1	1	1	1	-5
CCc1ccc(CNCc2ccc(OCC(O)CN(C)Cc3ccccc3)cc2)nc1 (stereo unspecified)
    -38	8	1.4	-34	1.1	0.9	1	0	1.1	-9
CC(C)(C)C1CCC(=NNC(=O)C(=O)NCc2ccco2)CC1 (stereo unspecified)
    -10	6	1.1	-49	1.1	1.1	1	-2	1	-3
COc1ccc(-n2c(CN3CCN(Cc4ccccc4)CC3)nc3ccc([N+](=O)[O-])cc3c2=O)c(OC)c1
    4	-1	1	13	1	1.2	0.8	-2	1	2
Cc1cccc(C)c1NC(=O)N1CCCC1C(=O)Nc1ccc(-n2cnnn2)cc1 (stereo unspecified)
    4	2	1	-14	1	1	1	-8	1.1	-8
Cc1ccc(S(=O)(=O)NCCCN(C)C)cc1
    -1	3	1	-13	1	1.1	1.1	-7	1	-5
O=c1oc(-c2ccccc2NS(=O)(=O)c2ccccc2)nc2ccccc12
    3	2	1	-8	1	1	1	-2	1	1
O=C(O)CCCC(=O)Nc1ccccc1-n1ccnc1
    5	3	0.9	-9	1.1	1	1	-1	1	0
CCOC(=O)CNC(=O)Nc1cc(C(C)(C)C)nn1-c1ccccc1
    6	2	0.9	-12	1	1	1	2	1.1	-5
C=CCn1c(C)cc(C)c(C#N)c1=O
    -6	8	1.1	-13	1	1	1.1	0	1	-3
CNC(=S)N/N=C(\C)c1ccc2c(c1)OCCO2
    16	-1	0.8	-1	0.9	0.9	0.9	-4	1	-3
O=C(CN1C(=O)C2CCCCC2C1=O)Nc1nc(-c2ccccn2)cs1 (stereo unspecified)
    5	19	0.9	-19	1.1	1.1	1.1	-3	1.1	-7
O=C(c1cc(-c2ccccc2)nc2ccccc12)N1CCN(c2ccccn2)CC1
    17	-15	0.8	2	0.9	0.8	0.9	-1	1	-2
O=C(Nc1ccc(N2CCOCC2)cc1)C1(S(=O)(=O)c2ccccc2)CC1
    5	-4	0.9	-14	1	0.9	1	-2	1	3
CCC(=O)NCCc1nc2cc(NC(=O)c3cccs3)ccc2n1C
    0	1	1	-13	0.8	1	1	4	1	-5
CC(O)CNC(=O)c1ccc(-c2nn(C)c(=O)c3ccccc23)cc1 (stereo unspecified)
    6	3	0.9	0	1.1	1	1	-1	1.1	-6

Results in FLuc stim CS, for 3 of the compounds above:
mol | FLuc stim CS
O=C(CN1C(=O)C2CCCCC2C1=O)Nc1nc(-c2ccccn2)cs1 (stereo unspecified) | 1.1
O=C(c1cc(-c2ccccc2)nc2ccccc12)N1CCN(c2ccccn2)CC1 | 0.9
O=C(Nc1ccc(N2CCOCC2)cc1)C1(S(=O)(=O)c2ccccc2)CC1 | 1

Compound profiles, from the list above:
Results for `O=c1oc(-c2ccccc2NS(=O)(=O)c2ccccc2)nc2ccccc12` : Diaphorase inh: 3; G6PDH counter: 2; Diaph act CS: 1; TNAP inh no acc: -8; FLuc stim CS: 1; PMI act: 1; PMI act satM6P: 1; HMGR II inh: -2; TNAP act hiacc: 1; TNAP inh hiacc: 1
Results for `Cc1ccc(-c2cc(C(F)(F)F)c(C#N)c(SCCC#N)n2)o1` : Diaphorase inh: 15; G6PDH counter: 0; Diaph act CS: 0.9; TNAP inh no acc: -11; FLuc stim CS: 1; PMI act: 1; PMI act satM6P: 1.3; HMGR II inh: -8; TNAP act hiacc: 1; TNAP inh hiacc: -2

Screens: PubChem, several laboratories
